# Assay outcomes (PubChem BioAssay)
# UGM FP inh: inhibitors of M. tuberculosis UDP-galactopyranose mutase. P9WIQ1. purified UGM, fluorescence polarization probe displacement. inhibition, % at 10 µM. 320,000 tested, 0.06% active. AID 504406; in the data active = inhibition above about 10%, passing the limit was not always enough
# Target sequence (P9WIQ1 whole entry, looked up): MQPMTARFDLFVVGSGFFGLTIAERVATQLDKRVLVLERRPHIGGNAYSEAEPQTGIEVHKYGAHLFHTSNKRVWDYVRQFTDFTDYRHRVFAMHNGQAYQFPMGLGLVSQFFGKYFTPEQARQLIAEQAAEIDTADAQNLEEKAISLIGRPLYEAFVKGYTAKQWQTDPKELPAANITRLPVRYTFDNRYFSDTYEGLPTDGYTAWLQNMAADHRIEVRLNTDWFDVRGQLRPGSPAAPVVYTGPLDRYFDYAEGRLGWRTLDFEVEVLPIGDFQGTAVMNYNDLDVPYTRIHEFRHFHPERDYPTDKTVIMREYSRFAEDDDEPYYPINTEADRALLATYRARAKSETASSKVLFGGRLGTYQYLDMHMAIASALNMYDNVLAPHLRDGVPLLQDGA
# PfHsp40 yeast: compounds rescuing yeast from Plasmodium falciparum HSP40 toxicity | S. cerevisiae expressing PfHsp40, growth rescue, ATP luminescence | AID 504582 | 340,000 tested, 0.68% active | growth rescue, % at 12.5 µM; in the data active = growth rescue above about 28%, passing the limit was not always enough;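 note: yeast W303a lacking pdr1 and pdr3 grown in galactose medium; growth measured after three days at 30 °C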
# TcdB GH inh: blocks C. difficile toxin B glycohydrolase activity; P18177; TcdB glycohydrolase enzymatic assay, plate reader; inhibition, % at 9.99 µM; 350,000 tested, 0.24% active; in the data active = inhibition above about 10%
# Yp Topo-I inh: inhibitors of Yersinia pestis topoisomerase I; activity, % at 10 µM; Y. pestis Topo-I cleavage product accumulation, plate reader; 360,000 tested, 0.064% active; in the data active = activity above about 50%, passing the limit was not always enough; note: inactives centre near 2
# Mtb BioA inh: inhibitors of Mycobacterium tuberculosis BioA enzyme; inhibition, % at 9.99 µM; 360,000 tested, 0.096% active; purified M. tuberculosis BioA enzyme, plate reader; in the data active = inhibition above about 40%
# FadD28 FP inh: inhibitors of Mycobacterium tuberculosis FadD28 bisubstrate binding. FadD28 bisubstrate probe binding, fluorescence polarization. inhibition, % at 12.5 µM. 360,000 tested, 0.22% active; in the data active = inhibition above about 8.5%, passing the limit was not always enough
# FBA Mtb inh: Mtb fructose-bisphosphate aldolase inhibition; P9WQA3; purified M. tuberculosis FBA, fluorescence read-out; 360,000 tested, 2.3% active; inhibition, % at 1 µM; AID 588726; in the data active = inhibition above about 27%;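 note: 0% = vehicle and 100% = reference inhibitor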
# Target sequence (P9WQA3 whole entry, looked up): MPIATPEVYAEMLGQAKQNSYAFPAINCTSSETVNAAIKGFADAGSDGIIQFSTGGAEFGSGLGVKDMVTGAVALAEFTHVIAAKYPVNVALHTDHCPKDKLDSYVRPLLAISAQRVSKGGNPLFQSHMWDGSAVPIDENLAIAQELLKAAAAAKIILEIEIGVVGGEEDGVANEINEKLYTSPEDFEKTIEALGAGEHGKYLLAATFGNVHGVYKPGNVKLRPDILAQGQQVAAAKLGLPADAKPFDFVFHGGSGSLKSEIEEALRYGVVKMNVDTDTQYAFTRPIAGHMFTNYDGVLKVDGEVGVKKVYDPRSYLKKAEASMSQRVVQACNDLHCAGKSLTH
# Vc quorum ag: inducers of Vibrio cholerae quorum light production without autoinducers | V. cholerae BH1578 lux reporter, luminescence, 6 h | activation, % at 18.7 µM | 350,000 tested, 0.16% active; in the data active = activation mostly above about 9.7%, no sharp cut-off; note: not every result past the cut was called active; inactives centre near 0; reference of the scale not given here
# GDH-TPI inh: counter-screen for M. tuberculosis FBA inhibitors: GDH-TPI coupled enzymes; AID 588335; 360,000 tested, 1.2% active; inhibition, % at 4.8 µM; GDH-TPI coupled enzyme counterscreen, NADH absorbance; in the data active = inhibition above about 30%;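 note: 0% = DMSO wells and 100% = wells lacking the enzyme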
# Active calls of the source: *; i = inactive; · = no result given; & = joins results of further samples. Rows were taken by chance. Share with any hit: about 4.6%.
SMILES,UGM FP inh,PfHsp40 yeast,TcdB GH inh,Yp Topo-I inh,Mtb BioA inh,FadD28 FP inh,FBA Mtb inh,Vc quorum ag,GDH-TPI inh
Cc1cccc(NC(=O)CSc2nnc([C@@H]3CCCN3C(=O)OC(C)(C)C)o2)c1C,0.9,-0.4,·,0.6,0.1,-0.3,3.5,i,-3.4
CCC(c1ccccc1)c1nc(-c2ccccn2)no1 (stereo unspecified),1.6,1.1,·,6.6,1.1,-2.9,1.5,-0.8,-3.1
NS(=O)(=O)c1ccc(CNS(=O)(=O)c2cc(C(=O)O)ccc2Cl)cc1,-0.9,0.3,0.0,2.6,·,-0.5,1.3,i,0.7
N#Cc1ccc(/C=C(\C(=O)C(=O)O)c2ccc3ccccc3n2)cc1,4.7,0.3,1.6,-1.0,-6.8,-1.0,13.7,i,23.4
CN(CC(=O)Nc1cccc(F)c1)CC(=O)Nc1cccc(S(=O)(=O)N2CCCCCC2)c1,4.9,1.9,-1.0,7.9,0.5,-1.4,-2.8,i,-13.6
CN(C)C(=O)C1(c2ccccc2)CCN(S(=O)(=O)c2ccccc2)CC1,1.9,-0.8,·,-1.0,-2.1,-1.6,0.0,i,11.0
C[C@H]1CN([C@@H](C)CO)C(=O)CCCn2nncc2CO[C@@H]1CN(C)S(=O)(=O)c1cccc(C#N)c1,·,·,0.1&0.0,0.3,1.6&-5.0,-0.8,1.0,-1.1,-9.3
COc1ccc(Cl)cc1NCC(=O)Nc1ccc(OC)c(S(=O)(=O)N2CCCCC2)c1,0.8,2.0,0.8,15.1,-0.5,1.4,-1.6,i,-5.6
Cc1cc(NC(=O)CS(=O)(=O)c2cn(Cc3cccc(F)c3)c3ccccc23)no1,-2.2,0.5,·,12.5,0.3,-3.9,-1.2,-6.5,6.2
CN(C)CC#Cc1cncc(C(=O)NNC(=O)Nc2ccc(Cl)cc2)c1,0.3,-1.9,-1.0,-2.6,-0.1,-2.1,-1.7,-0.9,-2.2
Cc1cc(C(=O)CSc2nnc(-c3ccccc3)n2C)c(C)n1C,-1.1,0.6,·,-0.3,0.3,0.9,-0.1,-2.2,-7.7
CCOC(=O)c1[nH]c2c(c1C)C(=O)CC(c1ccc(N(C)C)cc1)C2 (stereo unspecified),0.4,2.8,0.4,-13.3,0.5,-5.0,0.1,-0.4,0.0
CCOc1ccc(N(CC(=O)N2CCCCC2)S(=O)(=O)c2ccc(Cl)cc2)cc1,-1.1,-0.8,-0.9,29.0,0.5,-1.8,1.8,-8.8,-1.5
COc1ccc(CCNC(=O)c2c(C)nn(-c3ccccc3)c2Cl)cc1OC,0.5,-0.4,1.1,0.9,2.5,-1.2,-0.7,1.8,-3.0
COCCCN1C(=O)C(=O)/C(=C(/O)c2ccc(S(=O)(=O)N3CCCCC3)cc2)C1c1ccc(O)c(OC)c1 (stereo unspecified),3.4,-0.5,1.6,-4.1,-1.1,-3.9,-1.9,-0.3,6.0

# Exported with values under each structure: entries from further up.
# Below each SMILES: UGM FP inh	PfHsp40 yeast	TcdB GH inh	Yp Topo-I inh	Mtb BioA inh	FadD28 FP inh	FBA Mtb inh	Vc quorum ag	GDH-TPI inh
> Cc1cccc(NC(=O)CSc2nnc([C@@H]3CCCN3C(=O)OC(C)(C)C)o2)c1C
 : 0.9	-0.4	·	0.6	0.1	-0.3	3.5	i	-3.4
> C[C@H]1CN([C@@H](C)CO)C(=O)CCCn2nncc2CO[C@@H]1CN(C)S(=O)(=O)c1cccc(C#N)c1
 : ·	·	0.1&0.0	0.3	1.6&-5.0	-0.8	1.0	-1.1	-9.3
> NS(=O)(=O)c1ccc(CNS(=O)(=O)c2cc(C(=O)O)ccc2Cl)cc1
 : -0.9	0.3	0.0	2.6	·	-0.5	1.3	i	0.7

# Returning to the listing, repeating the 3 entries before the break.
SMILES,UGM FP inh,PfHsp40 yeast,TcdB GH inh,Yp Topo-I inh,Mtb BioA inh,FadD28 FP inh,FBA Mtb inh,Vc quorum ag,GDH-TPI inh
CCOc1ccc(N(CC(=O)N2CCCCC2)S(=O)(=O)c2ccc(Cl)cc2)cc1,-1.1,-0.8,-0.9,29.0,0.5,-1.8,1.8,-8.8,-1.5
COc1ccc(CCNC(=O)c2c(C)nn(-c3ccccc3)c2Cl)cc1OC,0.5,-0.4,1.1,0.9,2.5,-1.2,-0.7,1.8,-3.0
COCCCN1C(=O)C(=O)/C(=C(/O)c2ccc(S(=O)(=O)N3CCCCC3)cc2)C1c1ccc(O)c(OC)c1 (stereo unspecified),3.4,-0.5,1.6,-4.1,-1.1,-3.9,-1.9,-0.3,6.0
NC(=O)c1ccsc1NC(=O)c1ccc2c(c1)CCCC2,3.6,-0.2,1.0,0.2,-1.4,-2.2,1.8,-0.3,17.5
CCN(CC)C(=O)C1CCCN(C(=S)Nc2cccc3ccccc23)C1 (stereo unspecified),1.2,1.5,·,-1.9,·,-4.8,20.6,i,7.0
Cc1ccnc2nc(C(=O)OCC(=O)Nc3ccc4c(c3)OC(F)(F)O4)nn12,-0.1,-0.5,·,0.2,·,-3.4,0.8,0.2,12.5
Nc1c(C(=O)N2CCOCC2)sc2nc3c(cc12)CCC3,2.1,-0.8,0.7,-1.2,·,1.4,3.8,2.1,4.0
CCC(C(=O)N1CC2(C)CC1CC(C)(C)C2)N1C(=O)c2ccccc2C1=O (stereo unspecified),-1.2,1.1,1.9,18.3,1.9,0.3,0.5,·,5.0
O=c1c2ccccc2nnn1Cc1ccc(F)cc1,0.8,0.4,1.3,1.8,-1.0,-0.3,0.1,-1.3,-3.1
O=C(c1cccc([N+](=O)[O-])c1)N1CCc2ccccc21,0.4,-0.4,1.3,-6.2,2.8,0.3,-1.2,1.7,1.4
CC1(C2CC2)NC(=O)N(CC(=O)N2CCN(c3ccccc3)CC2)C1=O (stereo unspecified),-2.9,-1.5,-0.1,1.1,-1.0,-0.6,3.2,i,2.5
CCc1ccc(-n2cccc2/C=C2/C(=N)N3C(=NC2=O)SN=C3S(C)(=O)=O)cc1,0.7,7.0,·,7.3,·,-10.5,0.2,-0.2,10.1
COc1ccc(-c2c(C)nn3c(Cl)c(C)c(C)nc23)cc1,-2.5,1.5,-1.8,-4.3,0.2,-2.7,-1.5,i,-0.5
CCCC(=O)N1CCN(c2nc3ccc(Cl)cc3s2)CC1,-1.0,0.9,1.9,12.3,0.7,-3.2,-3.9,-2.7,-10.1
CCOC(=O)N1CCC(N2CCCC(C(=O)c3cccc(OC)c3)C2)CC1 (stereo unspecified),0.7,-1.7,-0.3,8.9,-0.3,-1.7,-1.9,i,1.3
COCc1cccc(-c2csc(C(C)(O)c3cccc(F)c3)n2)c1 (stereo unspecified),·,·,1.2,-3.1,0.0,-3.0,-2.4,i,3.5
CCN(CC)C(=O)c1sc(NC(=O)C(C)C)c(C#N)c1C,-1.3,1.3,1.4,-1.2,-0.6,-0.6,-1.8,i,-2.2
Cc1ccnc(SCCn2c(N3CCC(C)CC3)nc3c2c(=O)[nH]c(=O)n3C)n1,·,-1.6,1.1,8.8,-0.9,-3.2,-2.2,0.0,14.6
CCCCNC(=O)CS(=O)Cc1nc(-c2cccc(C)c2)oc1C (stereo unspecified),-1.0,-0.2,-0.1,14.3,-1.7,0.2,-0.8,i,3.9
CC(C)[C@H](NC(=O)N1c2ccccc2NC(=O)[C@@H]1C(C)C)C(=O)N1CCC(C(=O)O)CC1,-2.4,-1.2,0.5,-0.6,-1.5,0.7,-1.1,-0.4,1.0
CC(C)C(=O)NCc1cc(-c2ccccc2)no1,-0.3,0.6,-5.5,5.4,·,-4.7,-1.8,i,-12.1
CC(=O)c1cccc(NC(=O)C(C)OC(=O)c2cc(C)oc2C)c1 (stereo unspecified),·,0.9,-0.6,-10.7,1.1,-1.0,0.2,i,1.4
COc1cc2c(cc1OC)CN(C(=O)CCNC(=O)c1ccc(Br)cc1)CC2,·,-0.9,1.3,21.0,1.1,-1.5,2.5,i,7.0
CC(CC(=O)Nc1cc(C(F)(F)F)ccc1Cl)c1ccccc1 (stereo unspecified),1.9,-0.3,·,19.3,-1.6,-0.4,2.4,·,-4.3
Cc1nnc(NC(=O)c2nc(S(=O)(=O)Cc3ccccc3C)ncc2Cl)s1,-1.9,-1.3,1.0,3.7,-1.6,-1.0,3.4,-0.2,13.9
CC(C)(C)NC(=O)C1(C)CCC(=O)N1C1CCN(Cc2ccccc2)CC1 (stereo unspecified),·,·,0.1,·,1.0,-1.6,3.1,·,·
COCC1CCN(C(=O)CCc2nnc(CCCCc3ccccc3)o2)CC1,2.1,-0.5,-1.0,6.4,·,-2.3,-1.8,3.3,3.9
Cc1ccccc1NC(=O)CN1C(=O)CSc2ccc(S(=O)(=O)N3CCCC3)cc21,0.2,0.5,0.3,7.5,0.7,0.3,3.4,-5.1,-1.7
COCCN(Cc1ccc(OC)cc1)c1c(C)nc2ccc(C(=O)Nc3ccc(NC(C)=O)cc3)cn12,·,·,0.6,10.5,4.4,-1.4,-1.7,i,4.5
O=c1[nH]c2ccccc2nc1/C=C(\O)C1CC1,-2.6,-1.0,·,-2.6,1.5,-1.5,0.4,-0.7,8.2
CCOc1ccc(CCNC(=O)c2nnc(CS(=O)(=O)c3ccccc3)o2)cc1OCC,-1.8,0.9,0.7,6.9,0.2,-1.9,5.3,-4.8,3.0
COc1ccc(/C=N/Nc2nc(N)cc(Cl)n2)cc1OC,-2.2,-0.6,3.4,-5.0,·,-2.7,2.0,-0.2,27.5
Clc1ccccc1CSc1nnc(Cn2cnc3ccccc32)n1-c1ccccc1,-2.5,0.9,·,25.1,1.7,-0.4,1.4,i,3.7
COc1ccc(NC(=O)C2CCCN(c3cc(C)nc4ncnn34)C2)cc1 (stereo unspecified),-0.7,-0.3,-2.8,-0.2,2.1,-0.8,3.0,-0.3,8.5
COc1ccccc1N1CCN(C(=O)C2Cc3ccccc3CN2C(=O)c2ccco2)CC1 (stereo unspecified),0.6,-0.3,0.7,8.9,1.3,-1.2,0.5,i,13.6
Cc1noc(/C=C/c2ccccc2F)c1S(=O)(=O)N1CCC(C(=O)N2CCN(C)CC2)CC1,-1.0,0.4,1.4,28.3,1.4,-4.8,0.8,i,8.6
COc1cccc(NP(=O)(Oc2ccccc2)Oc2ccccc2)c1,0.5,-0.5,·,-0.1,·,0.8,0.6,i,9.3
COc1cc2c(cc1NC(=O)C(C)OC(=O)c1ccc(S(=O)(=O)Nc3ccccc3Cl)cc1)oc1ccccc12 (stereo unspecified),0.7,-0.3,1.2,-9.8,·,-0.6,-0.4,i,17.6
CCc1nnc(NC(=O)Cc2ccc(OCc3c(C)noc3C)cc2)s1,1.4,1.1,·,-3.2,-0.9,1.3,2.3,i,-3.5
COc1ccc2c(c1OC)C(=O)N1c3cccc(Cl)c3C(=O)OC21 (stereo unspecified),1.8,-1.8,·,-1.3,-0.6,-1.0,-0.9,i,4.0
Cc1ccccc1C(C(=O)NCc1ccccc1)N(Cc1ccco1)C(=O)c1ccccn1 (stereo unspecified),-7.5,-1.4,·,30.8,-0.2,-1.0,1.7,-3.1,10.8
CCCCNc1c(-c2ccc(-c3ccc(OC)cc3)c(OC)c2)nc2ccccn12,·,251.1*,-0.1,22.4,1.0,-0.7,72.8*,i,22.9
CCCn1c(NC(=O)C2COc3ccccc3O2)nc2ccccc21 (stereo unspecified),-1.7,-0.6,·,17.5,0.1,-2.6,-8.7,-3.7,-9.7
CCOC(=O)C1CCCCN1Cc1ccc(-c2ccccc2)cc1 (stereo unspecified),1.7,-0.7,0.9,11.7,0.2,1.7,-0.4,-0.2,-2.6
O=C(COc1ccc(Cl)cc1)OCC(=O)N1CCCCCC1,-2.6,-0.8,·,4.1,-1.1,-2.5,0.3,i,-8.7
C=CCn1c(SCc2ccccc2)nc2c1c(=O)[nH]c(=O)n2C,2.1,-1.1,1.3,20.2,-0.8,-2.7,0.5,i,1.4
Cc1ccc(N(C)C(=O)CCNC(=O)Cn2cnc3ccccc3c2=O)cc1C,-1.5,-2.1,-0.7,-0.9,-1.3,-2.4,-2.6,-0.5,10.4
CC(C)(C)OC(=O)N1CCC(C(=O)N[C@H](C(=O)O)c2ccccc2)(c2ccccc2)CC1,-1.0,0.9,-0.3,3.1,-1.2,-0.3,1.4,i,-1.4
Cc1cc(C)n(CCc2nc(-c3cc4ccccc4o3)cs2)n1,1.1,0.4,·,23.9,-3.3,0.1,1.8,i,4.1
